MCF10A rereplic: inducers of DNA re-replication in MCF 10A breast cells. MCF 10A DNA re-replication, Hoechst nuclear intensity, 48 h. Potency, µM (top dose mostly 46.1 µM), inactives show top-dose activity, positive = re-replication, hits mostly activators. hit rate 2.9% among 350,000; also: potency is read from the fitted curve at half-maximal effect; % of control where 0% means no effect; nearly all actives have a fitted effect of over 50% in size
HT1080 IDH1KD tx: toxicity to HT-1080 IDH1 knockdown cells (counter line); HT-1080 IDH1 knockdown viability, ATP luminescence, 48 h; Potency, µM (titrated, usually from 46.1 µM), inactives show at the highest dose activity, negative = toxicity, most hits filed as cytotoxic; hit rate 2% among 360,000; AID 686971;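 also: potency is read from the fitted curve at half-maximal effect; 0% = DMSO wells and -100% = cell-free medium wells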
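Using the IDH1-knockdown HT-1080 line run in the same batch and compound series as the NT line, viability after 48 h at 37 °C was determined by CellTiter-Glo luminescence and expressed as % activity.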
IL1B secr inh: blocks inflammasome-driven IL-1 beta release | THP-1 LPS/ATP IL-1B secretion, AlphaLISA, 16 h; hits give low values | activity change, % at 57.5 µM | hit rate 4.7% among 360,000 | AID 743279; in the data active = activity change below about -50%; inconclusive = mostly about -30% to -49%; also: % is scaled to controls: 0 for no effect and ±100 for the full control effect
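Secreted IL-1B measured by AlphaLISA bead assay after 16 h compound exposure of THP-1 cells; compounds (final up to 57.5 uM) added 1 h before LPS (250 ng/mL) and ATP (1.25 mM) stimulation; lower signal means less secretion.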
KB-3-1 cytotox: kills parental KB-3-1 adenocarcinoma cells; KB-3-1 viability, CellTiter-Glo ATP luminescence, 72 h; Potency, µM (doses to about 46.1 µM), for the others: at the highest dose activity change, negative = cytotoxic, hits mostly cytotoxic; hit rate 1.4% among 400,000; also: potency is read from the fitted curve at half-maximal effect; % is scaled to controls: 0 for no effect and ±100 for the full control effect; nearly all actives have a fitted effect of over 60% in size
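KB-3-1 parental drug-naive adenocarcinoma cells in DMEM/10% FBS, incubated 72 h at 37 C with pin-transferred compounds across a concentration series. Viability by CellTiter-Glo luminescence; concentration-response curves fitted after normalization.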
KB-V1 cytotox: kills drug-selected multidrug resistant KB-V1 cells | hit rate 3.4% among 400,000 | KB-V1 MDR cells viability, CellTiter-Glo, 72 h | AID 1347076 | Potency, µM (top dose mostly 46.1 µM), inactives show at the highest dose activity change, negative = cytotoxicity, most hits filed as cytotoxic; also: potency is read from the fitted curve at half-maximal effect; % is scaled to controls: 0 for no effect and ±100 for the full control effect; nearly all actives have a fitted effect of over 60% in size
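Readout: CellTiter-Glo luminescence, 10 min after addition. Cells: KB-V1 MDR subline, 72 h at 37 degrees C with compound. Analysis: corrected, normalized data fitted to concentration-effect curves.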
SW480 rerep: DNA re-replication induction in SW480 cells; Potency, µM (series often up to 46.1 µM), without a hit: at the top dose re-replication activation, usual class: activators; AID 624297; hit rate 1.8% among 340,000; SW480 DNA re-replication, Hoechst DNA content imaging, 48 h; also: potency is read from the fitted curve at half-maximal effect; % of control where 0% means no effect; nearly all actives have a fitted effect of over 55% in size
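Compounds, transferred as 23 nL by pin tool, were incubated with cells for 48 hr; DNA content per nucleus was then quantified by Hoechst staining and fluorescence plate imaging.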
ATXN2 expr inh: reduces ATXN2 reporter expression in HEK-293 cells; HEK-293 ATXN2-luciferase reporter, luminescence, 24 h; Potency, µM (top dose mostly 57 µM), for the others: at the top dose activity change, negative = inhibition, usual class: inhibitors; hit rate 0.72% among 360,000; also: potency is read from the fitted curve at half-maximal effect; % is scaled to controls: 0 for no effect and ±100 for the full control effect; nearly all actives have a fitted effect of over 55% in size
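ATXN2-luciferase reporter cells (luciferase flanked by upstream and downstream ATXN2 gene portions) were treated 24 h at 37 °C with compounds at up to 57 uM. SteadyGlo luminescence gave expression; GF-AFC fluorescence gave viability.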
HT1080NT lethal: kills 2HG-producing HT-1080-NT fibrosarcoma cells. Potency, µM (doses to about 46.1 µM), without a hit: at the highest dose activity, negative = less viability, most hits filed as cytotoxic. hit rate 1.6% among 360,000. AID 686970. HT-1080-NT fibrosarcoma viability, CellTiter-Glo ATP luminescence, 48 h;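 also: NT is the 2HG producing partner of a matched IDH1 knockdown line; potency is read from the fitted curve at half-maximal effect; 0% = DMSO-treated cells and -100% = media-only wells without cells; nearly all actives have a fitted effect of over 55% in size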
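Compounds were tested in concentration-response format on HT-1080-NT cells for 48 hours at 37 degrees C. Cell viability came from CellTiter-Glo luminescence; curves were classified by r2, response magnitude and activity.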
WRN helicase inh: WRN helicase (human) inhibition | hit rate 0.46% among 360,000 | Potency, µM (series often up to 114 µM), for inactives: at the top dose activity change, negative = inhibition, most hits filed as inhibitors | WRN helicase unwinding, fluorescent forked duplex, kinetic | Q14191; also: potency is read from the fitted curve at half-maximal effect; % is scaled to controls: 0 for no effect and ±100 for the full control effect; nearly all actives have a fitted effect of over 55% in size
Target sequence (Q14191 whole entry, looked up): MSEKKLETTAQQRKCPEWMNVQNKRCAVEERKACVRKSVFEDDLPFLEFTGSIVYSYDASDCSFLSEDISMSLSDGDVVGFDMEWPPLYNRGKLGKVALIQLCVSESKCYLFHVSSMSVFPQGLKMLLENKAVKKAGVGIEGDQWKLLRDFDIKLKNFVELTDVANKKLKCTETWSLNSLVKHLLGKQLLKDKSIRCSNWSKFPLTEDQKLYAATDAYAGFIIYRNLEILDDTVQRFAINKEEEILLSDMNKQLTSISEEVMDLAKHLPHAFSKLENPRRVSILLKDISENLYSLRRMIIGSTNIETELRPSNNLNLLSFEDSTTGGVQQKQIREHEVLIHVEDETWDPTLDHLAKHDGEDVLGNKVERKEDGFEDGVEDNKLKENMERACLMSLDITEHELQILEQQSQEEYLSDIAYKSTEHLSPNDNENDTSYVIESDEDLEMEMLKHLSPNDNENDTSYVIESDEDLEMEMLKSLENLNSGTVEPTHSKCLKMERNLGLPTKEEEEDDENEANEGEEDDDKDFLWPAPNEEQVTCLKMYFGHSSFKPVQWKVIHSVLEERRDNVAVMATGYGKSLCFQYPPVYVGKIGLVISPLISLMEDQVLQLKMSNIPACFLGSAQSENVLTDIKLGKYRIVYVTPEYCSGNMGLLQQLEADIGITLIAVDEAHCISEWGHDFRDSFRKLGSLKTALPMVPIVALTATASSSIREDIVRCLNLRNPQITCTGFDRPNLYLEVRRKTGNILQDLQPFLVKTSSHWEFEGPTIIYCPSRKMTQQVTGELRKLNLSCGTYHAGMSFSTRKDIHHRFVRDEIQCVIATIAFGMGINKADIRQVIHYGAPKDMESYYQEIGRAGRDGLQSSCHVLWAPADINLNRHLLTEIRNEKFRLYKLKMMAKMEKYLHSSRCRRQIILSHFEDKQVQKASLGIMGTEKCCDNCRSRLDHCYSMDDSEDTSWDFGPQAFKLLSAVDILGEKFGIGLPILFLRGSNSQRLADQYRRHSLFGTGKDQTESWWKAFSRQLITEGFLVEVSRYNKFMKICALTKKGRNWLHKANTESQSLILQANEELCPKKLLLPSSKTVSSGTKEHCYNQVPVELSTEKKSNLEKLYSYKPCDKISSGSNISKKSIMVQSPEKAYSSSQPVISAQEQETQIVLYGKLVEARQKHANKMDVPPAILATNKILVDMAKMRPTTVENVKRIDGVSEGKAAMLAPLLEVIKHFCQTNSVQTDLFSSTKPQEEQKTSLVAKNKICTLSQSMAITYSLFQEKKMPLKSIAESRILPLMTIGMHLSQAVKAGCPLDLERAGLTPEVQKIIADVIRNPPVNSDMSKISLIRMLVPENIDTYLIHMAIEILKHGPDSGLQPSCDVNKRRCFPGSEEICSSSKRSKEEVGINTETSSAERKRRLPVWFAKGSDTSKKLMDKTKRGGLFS
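Enzyme (20 nM final) and test compound sit together 15 min at room temperature before substrate addition. Substrate is a single-forked duplex oligonucleotide (100 nM) labelled with fluorophore and quencher, with 2 mM ATP; helicase unwinding raises red fluorescence, read kinetically.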
* = called active by the depositor; ? = inconclusive; . = no result given; [ ] = dose if it differs, or a comment. Unless noted, calls follow the shape of the dose curve; as a rule, active = well fitted curve in the direction sought with a large enough effect; inconclusive = small, poorly fitted or top-dose-only effect, or another doubt; inactive = no such curve, though single readings can be large; an effect the other way counts as inactive or inconclusive.

[1] CN(C(=O)CS(=O)(=O)Cc1ccccc1Cl)c1ccccc1
[2] Cc1nc(NC(=O)COC(=O)c2ccc(CO)cc2)c(Cl)cc1Cl
[3] CCN(Cc1ccccc1)C(=S)NC(=O)c1ccccc1Br
[4] COc1ccc(NC(=O)CNC(=O)N2CC(=O)Nc3ccccc32)cc1OC
[5] Cc1[nH]c2ccccc2c1C(=O)COC(=O)c1nccnc1N
[6] CC(C)OC(=O)c1ccc2nc3ccccc3nc2c1
[7] O=C(C1=C[C@H](c2ccc3c(c2)OCO3)C[C@H](OCCCCO)O1)N1CCOCC1
[8] CSc1nc(N2CCN(c3ccccc3Cl)CC2)c2ccccc2n1
assay / entry	1	2	3	4	5	6	7	8
MCF10A rereplic	-1%	-1%	15%	7%	?	-4%	-17%	?
HT1080 IDH1KD tx	2%	23%	-19%	9%	-4%	-19%	8%	-14%
IL1B secr inh	-2	14	-19	-4	-30	7	13	9
KB-3-1 cytotox	-2%	0%	?	4%	?	-29%	0%	3%
KB-V1 cytotox	7%	0%	?	?	0%	?	-13%	?
SW480 rerep	1%	-4%	12µM*	?	-3%	?	-2%	5%
ATXN2 expr inh	6%	1%	-15%	.	16%	92%[activator]	-5%	-14%
HT1080NT lethal	6%	9%	-3%	9%	3%	?	16%	4%
WRN helicase inh	0%	-26%	-4%	-3%[11.6 µM]	0%	-1%	-4%	-9%

Some of these compounds in order of heavy-atom count, largest number first:
[4] COc1ccc(NC(=O)CNC(=O)N2CC(=O)Nc3ccccc32)cc1OC
[5] Cc1[nH]c2ccccc2c1C(=O)COC(=O)c1nccnc1N
[6] CC(C)OC(=O)c1ccc2nc3ccccc3nc2c1
assay / entry	4	5	6
MCF10A rereplic	7%	?	-4%
HT1080 IDH1KD tx	9%	-4%	-19%
IL1B secr inh	-4	-30	7
KB-3-1 cytotox	4%	?	-29%
KB-V1 cytotox	?	0%	?
SW480 rerep	?	-3%	?
ATXN2 expr inh	.	16%	92%[activator]
HT1080NT lethal	9%	3%	?
WRN helicase inh	-3%[11.6 µM]	0%	-1%

Remaining list, next part:
[9] CCOC(=O)CCCN1CC(O)=C(c2nc(-c3ccc(Cl)cc3)cs2)C1=N
[10] CC(C)C(=O)N1CCN(c2ccc(NC(=O)c3cccs3)cc2Cl)CC1
[11] Cc1ccn2cc(-c3cccc(S(=O)(=O)N4CCCCC4)c3)nc2c1
[12] CC(=O)Nc1ccc(NC(=O)C(C)OC(=O)[C@@H]2CCCN2C(=O)c2cccs2)cc1 (stereo partly drawn)
[13] O=[N+]([O-])c1ccc(-c2csc(COc3ccccc3)n2)cc1
[14] CCOC(=O)C1CCN(S(=O)(=O)c2cc(Br)cc3c2N(C(=O)C2CC2)CC3)CC1
[15] Cc1ccc(NCCC(=O)c2cccs2)cc1Cl
[16] COc1ccc(S(=O)(=O)N2CCOCC2)cc1NC(=O)CSc1n[nH]c(C(C)C)n1
assay / entry	9	10	11	12	13	14	15	16
MCF10A rereplic	-2%	4%	?	-1%	.	0%	-1%	1%
HT1080 IDH1KD tx	0%	-11%	-2%	5%	16%	0%	8%	-1%
IL1B secr inh	22	-83*	-29	-1	0	19	0	0
KB-3-1 cytotox	27%	1%	-14%	2%	-13%	5%	9%	-2%
KB-V1 cytotox	-2%	-19%	-29%	?	-7%	0%	7%	0%
SW480 rerep	-1%	-27%	8%	0%	.	-5%	0%	-12%
ATXN2 expr inh	-8%	-17%	1%	7%	.	-14%	45%[activator]	7%
HT1080NT lethal	6%	-16%	-13%	-1%	3%	-4%	10%	-6%
WRN helicase inh	-3%	4%	-12%	-22%	4%	-7%	8%	-3%

[17] COC(=O)c1ccc(N2C(=O)CC(SCC(=O)Nc3ccc(OC)cc3)C2=O)cc1 (stereo not drawn)
[18] CC1CCCCC1NC(=O)COC(=O)c1ccccc1NC(=O)c1ccco1 (stereo not drawn)
[19] CCOC(=O)c1sc(=NC(=O)c2cccs2)n(C)c1C
[20] Cc1ccc(O)c(NC(=O)c2cc([N+](=O)[O-])ccc2Cl)c1
[21] O=C(CSc1nc2[nH]ncc2c(=O)[nH]1)Nc1ccccc1C(F)(F)F
[22] O=C(O)CCn1ccnc1-c1ccccc1
[23] CC(=O)NC(=S)Nc1ccc(S(=O)(=O)N(C)Cc2ccccc2)cc1
[24] CC(=O)c1cccc(NC(=O)c2ccc(NS(C)(=O)=O)cc2)c1
assay / entry	17	18	19	20	21	22	23	24
MCF10A rereplic	10%	?	-1%	?	-1%	1%	?	1%
HT1080 IDH1KD tx	1%	-1%	0%	?	0%	8%	?	18%
IL1B secr inh	5	11	23	-97*	16	1	-27	13
KB-3-1 cytotox	3%	11%	0%	1%	11%	16%	6%	12%
KB-V1 cytotox	1%	-1%	-18%	-23%	22%	15%	?	?
SW480 rerep	-6%	-2%	-11%	8%	-12%	1%	17%	-7%
ATXN2 expr inh	14%	-8%	87%[activator]	-20%	-2%	0%	-16%	4%
HT1080NT lethal	-2%	2%	6%	-16%	2%	15%	-28%	19%
WRN helicase inh	6%	-5%	-3%	-1%	2%	8%	-4%	-14%

Structures listed so far printed as active in SW480 rerep.
cpd	SMILES	IL1B secr inh	SW480 rerep	WRN helicase inh
3	CCN(Cc1ccccc1)C(=S)NC(=O)c1ccccc1Br	-19	12µM*	-4%

Continued:
[25] O=C(NCc1ccc2c(c1)OCO2)c1cccc(Cl)c1
[26] Nc1[nH]c(C(=O)c2ccccc2)c(-c2ccncc2)c1C(=O)NC1CC1
[27] CCCc1nnc(N2C(=O)c3cccc4cccc(c34)C2=O)s1
[28] O=C(Nc1cc(F)cc(F)c1)c1ccc(NCCCN2CCCCCC2)c([N+](=O)[O-])c1
[29] CCNC(=S)N1CCC(C(=O)c2ccc(Cl)cc2)CC1
[30] CCCCS(=O)CC(COc1ccc(Cl)cc1)OC(=O)c1ccccc1 (stereo not drawn)
[31] Cc1onc(-c2c(F)cccc2Cl)c1C(=O)NCc1ccc(F)cc1
[32] COc1ccc2c(=O)c3c(=O)n(Cc4ccco4)c(-c4ccccc4)nc3oc2c1
assay / entry	25	26	27	28	29	30	31	32
MCF10A rereplic	?	.	5%	13%	12%	-4%	-6%	22%
HT1080 IDH1KD tx	8%	?	-9%	?	4%	-4%	0%	4%
IL1B secr inh	-6	-15	13	-76*	0	-13	-5	-17
KB-3-1 cytotox	-2%	21%	0%	5%	-5%	-6%	6%	2%
KB-V1 cytotox	-6%	-14%	-11%	?	3%	-14%	14%	4.6µM*
SW480 rerep	0%	.	-3%	?	-46%[inhibitor]	-5%[9.22 µM]	0%	0%
ATXN2 expr inh	62%[activator]	1%	7%	-20%	-15%	-8%	.	2%
HT1080NT lethal	2%	1%	1%	?	2%	-18%	5%	1%
WRN helicase inh	-14%	2%	3%	7%	-3%	-2%	3%	-8%

[33] OCc1ccccc1SSc1ccccc1CO
[34] CN(CC(=O)OCC(=O)NC1CCCC1)S(=O)(=O)c1ccc(Cl)cc1
[35] CCOC(=O)Cc1ncccc1C(=O)Nc1ccc(OC)cc1
[36] O=C(CN1C(=O)NC(c2ccccc2)(c2ccccc2)C1=O)NCc1cccs1
[37] CCOC(=O)Nc1c(C(=O)OC)[nH]c2cccc(OC)c12
[38] COCCN(C(=O)CCCC(=O)Nc1ccccn1)C(C(=O)NC1CCCCC1)c1ccc(C)cc1 (stereo not drawn)
[39] Cc1cc(NC(=O)CSC2=NS(=O)(=O)c3cc(F)ccc3N2)no1
[40] N#CCCN(Cc1ccccc1)C(=O)CCC(=O)c1ccc(F)cc1
assay / entry	33	34	35	36	37	38	39	40
MCF10A rereplic	18µM*	-1%	-1%	-2%	18%	-1%	-16%	.
HT1080 IDH1KD tx	?	-1%	0%	2%	7%	-3%	6%	11%
IL1B secr inh	-99*	-11	20	-14	5	-10	1	-7
KB-3-1 cytotox	?	?	-5%	-19%	5%	0%	-1%	-3%
KB-V1 cytotox	?	8%	0%	0%	6%	-18%	20%	-17%
SW480 rerep	?	?	-4%	?	-6%	3%	-399%[inhibitor]	.
ATXN2 expr inh	?	9%	-26%	5%	-4%	4%	0%	.
HT1080NT lethal	?	-4%	0%	6%	-1%	0%	14%	10%
WRN helicase inh	14µM*	-11%	-1%	-3%	3%	-6%	-2%	1%

[41] O=C(COC(=O)c1ccc(O)cc1)NCc1ccc2c(c1)OCO2
[42] Cc1cccc(-n2ccc(=O)c(C(=O)Nc3ccc(S(=O)(=O)Nc4nccc(C)n4)cc3)n2)c1
[43] COc1ccc(C(C)C)cc1S(=O)(=O)N1CCN(C)CC1
[44] O=[N+]([O-])c1cc(S(=O)(=O)N2CCCC2)ccc1NN=C1CCCC1
[45] COc1cc(SC#N)ccc1N=Cc1c(C)[nH]n(-c2cccc3ccccc23)c1=O
[46] O=S(=O)(NC1CCCCCCC1)c1ccccc1
assay / entry	41	42	43	44	45	46
MCF10A rereplic	2%	-1%	1%	11%	?	1%
HT1080 IDH1KD tx	-1%	13%	2%	-10%	13%	-9%
IL1B secr inh	24	22	9	0	-76*	8
KB-3-1 cytotox	-3%	6%	-3%	4%	20%	1%
KB-V1 cytotox	-1%	?	-5%	16µM*	11%	?
SW480 rerep	-15%	-11%	-2%	1%	0%[9.22 µM]	-12%
ATXN2 expr inh	1%	7%	-28%	6%	-13%	-2%
HT1080NT lethal	-10%	0%	-5%	2%	1%	-1%
WRN helicase inh	3%	-6%	0%	4%	?	3%
